GCN5L2 inh: GCN5L2 (KAT2A) acetyltransferase inhibition. Q92830. hit rate 0.21% among 390,000. Potency, µM (top dose mostly 58.9 µM), without a hit: top-dose activity change, negative = inhibition, hits mostly inhibitors. GCN5L2 HAT assay, ThioGlo1 CoA-SH fluorescence
Target sequence (Q92830 whole entry, looked up): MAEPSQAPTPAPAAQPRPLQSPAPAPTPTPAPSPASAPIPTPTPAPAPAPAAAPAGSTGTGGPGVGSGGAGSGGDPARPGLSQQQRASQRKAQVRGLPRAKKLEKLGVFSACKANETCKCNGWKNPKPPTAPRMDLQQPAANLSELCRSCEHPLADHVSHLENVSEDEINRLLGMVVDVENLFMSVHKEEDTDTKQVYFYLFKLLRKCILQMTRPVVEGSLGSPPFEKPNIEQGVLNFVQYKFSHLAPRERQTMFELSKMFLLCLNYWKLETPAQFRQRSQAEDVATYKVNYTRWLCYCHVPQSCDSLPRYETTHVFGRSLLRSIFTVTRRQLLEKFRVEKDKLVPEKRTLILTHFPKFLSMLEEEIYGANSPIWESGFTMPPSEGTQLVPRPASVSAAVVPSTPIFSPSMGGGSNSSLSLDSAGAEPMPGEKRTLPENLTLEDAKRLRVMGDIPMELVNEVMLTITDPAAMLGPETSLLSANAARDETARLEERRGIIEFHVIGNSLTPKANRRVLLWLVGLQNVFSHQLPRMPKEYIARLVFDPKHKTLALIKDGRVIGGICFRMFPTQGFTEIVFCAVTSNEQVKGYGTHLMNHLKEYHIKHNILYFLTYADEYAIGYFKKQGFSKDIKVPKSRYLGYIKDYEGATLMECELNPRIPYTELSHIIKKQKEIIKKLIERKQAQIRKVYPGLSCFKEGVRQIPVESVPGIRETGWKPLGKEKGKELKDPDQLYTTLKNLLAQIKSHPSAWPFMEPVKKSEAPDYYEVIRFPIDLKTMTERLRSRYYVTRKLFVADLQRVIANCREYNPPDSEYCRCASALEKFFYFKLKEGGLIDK
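GCN5L2 (20nM final) in 50mM HEPES, 0.1mM EDTA pH 7.5, 0.01% Tween-20 was preincubated 15 min at room temperature with compound, then given ThioGlo1 (50uM), H3(1-25) peptide (75uM) and acetyl-CoA (70uM); CoA-thiol fluorescence (Ex340/Em540) was read at 0 and 20 min.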
TDP1 cell noCPT: qHTS for Inhibitors of human tyrosyl-DNA phosphodiesterase 1 (TDP1): qHTS in cells in absence of CPT; hit rate 15% among 420,000; AID 686978, 2013; DT40 Tdp1-/- hTDP1 cells, no CPT, ATP luminescence, 48 h; Potency, µM (top dose mostly 46.2 µM), without a hit: at the highest dose activity change, negative = growth inhibition, usual class: inhibitors; also: nearly all actives have a fitted effect of over 55% in size
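Cells were dispensed at 400 per well, compounds added by pin tool, plates incubated ≥48 hr at 37 °C, then CellTiter-Glo added for 30 min at room temperature before luminescence reading. Line: DT40 Tdp1-/- complemented with hTDP1; camptothecin omitted.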
TDP1 cell CPT: DT40-hTDP1 cell growth loss with CPT | chicken DT40 Tdp1-/-;hTDP1 cells + 20 nM CPT, ATP luminescence, 48 h | Potency, µM (highest dose often 46.2 µM), inactives show top-dose activity change, negative = growth inhibition, usual class: inhibitors | hit rate 12% among 420,000 | AID 686979; also: nearly all actives have a fitted effect of over 55% in size
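Cell growth measured by CellTiter-Glo luminescence after a minimum 48 h, 37 C compound exposure with 20 nM CPT in Tdp1-knockout DT40 cells stably expressing hTDP1, seeded 400/well; qHTS titration format.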
An asterisk follows results filed as active; ? = inconclusive; nt = not tested or not shown; & = joins results of further samples; [ ] = remark or other dose. Calls follow the shape of the dose curve; as a rule, active = well fitted curve in the direction sought with a large enough effect; inconclusive = small, poorly fitted or top-dose-only effect, or another doubt; inactive = no such curve, though single readings can be large; an effect the other way counts as inactive or inconclusive. % is scaled to controls: 0 for no effect and ±100 for the full control effect; potency is read from the fitted curve at half-maximal effect. Outcome played no part in choosing rows. About 18% of those tested had a hit in this group.

Sample of the layout:
SMILES	GCN5L2 inh	TDP1 cell noCPT	TDP1 cell CPT
CCNC(=S)N1CCN(C(c2ccccc2)c2ccccc2)CC1	-15.9%	?	?
CCOc1ccc(N=Nc2c(N)[nH][nH]c2=O)cc1	-5.3%	?	-27.6%
O=[N+]([O-])c1ccc(Cc2ccc([N+](=O)[O-])cc2)cc1	nt	-15.1%	-17.4%
COc1ccc(-c2cc(C(=O)NCCc3ccc(Cl)cc3)[nH]n2)cc1	-7.4%	1.6%	1.0%
Cc1cc(C(=O)N/N=C/c2c(C)[nH]c3ccccc23)n[nH]1	?	-19.9%	15.5%

Main list, from the start:
SMILES	GCN5L2 inh	TDP1 cell noCPT	TDP1 cell CPT
CCNC(=S)N1CCN(C(c2ccccc2)c2ccccc2)CC1	-15.9%	?	?
CCOc1ccc(N=Nc2c(N)[nH][nH]c2=O)cc1	-5.3%	?	-27.6%
O=[N+]([O-])c1ccc(Cc2ccc([N+](=O)[O-])cc2)cc1	nt	-15.1%	-17.4%
COc1ccc(-c2cc(C(=O)NCCc3ccc(Cl)cc3)[nH]n2)cc1	-7.4%	1.6%	1.0%
Cc1cc(C(=O)N/N=C/c2c(C)[nH]c3ccccc23)n[nH]1	?	-19.9%	15.5%
CCC(=O)Nc1cccc(C2=NOC3(C2)C[C@@H](C(N)=O)N(C(=O)C(c2ccccc2)c2ccccc2)C3)c1 (stereo not given in full)	34.3%[activator]	-0.5%	-1.1%
CCOC(=O)CSc1n[nH]c(NC(=O)NC(C)C)n1	-15.5%	7.7%	-18.0%
COc1cccc(NC(=O)CCCCCN2C(=O)[C@@H]3Cc4ccccc4CN3C2=O)c1	-19.4%	?	?
O=C(CNC(=O)c1ccccc1Br)N/N=C/c1cccnc1	-3.5%	18.8%	1.1%
CCC(C)NC(=O)c1sc2nc(C)c(C(=O)Nc3ccc(C)cc3C)c(-c3ccc(Cl)cc3)c2c1N (stereo not given)	-10.3%	?	23.1µM*
CCc1cccc(NC(=O)CSCc2nc3sc(C)c(C)c3c(=O)[nH]2)c1	0.5%	-0.9%	4.3%
COc1ccc(Cl)cc1NC(=S)NCCc1ccc(F)cc1	-8.0%	6.3%	?
Cc1ccccc1OCc1nc(-c2ccccc2)no1	-19.0%	11.3%	0.5%
CCn1c(O)c(N=NC(=O)CNC(=O)c2ccccc2F)c2ccccc21	-8.8%	?	?
O=C(c1ccc(C(=O)N2CCOCC2)nc1)N1CCOCC1	3.0%	-3.9%	6.7%
CC(=O)N1CCN(S(=O)(=O)c2cccc(C(=O)NC3CCCC3)c2)CC1	-2.2%	9.7%	16.1%
COCCn1c(C)cc(C(=O)COC(=O)c2ccc3ncsc3c2)c1C	-18.5%	14.6µM*	13µM*
CCOC(=O)N1CCN(S(=O)(=O)c2ccc(C(=O)Nc3ccc(F)cc3F)cc2)CC1	-3.8%	1.64µM*	2.59µM*
C[C@H](CO)N1C[C@H](C)[C@@H](CN(C)S(=O)(=O)c2cn(C)cn2)Oc2c(NS(=O)(=O)c3cccs3)cccc2C1=O	1.7%	-0.5%	-1.8%
CN(Cc1cnn(C)c1)C(=O)c1cc(COc2c(F)cccc2F)on1	?	7.8%	24.8%
CCCCCCN1C[C@H](O)[C@@H](n2cc(-c3ccc(F)cc3)nn2)C[C@@H]1c1ccc(Cl)cc1	nt	18.4µM*	?
CCCCNC(=O)C1(C)CCN1C(=O)c1cccc(OC(C)=O)c1C (stereo not given)	nt	4.8%	4.3%
CNC(=O)COC(=O)c1cc(-c2ccc(OC)cc2)nc2ccccc12	-12.3%	?	-3.7%
Cn1c(Cl)cnc1C(O)c1ccccc1 (stereo not given)	9.8%	1.0%	-4.6%
Clc1ccc2nc(-c3ccc(Br)s3)cn2c1	0.7%	?	?

Remaining list, next part:
SMILES	GCN5L2 inh	TDP1 cell noCPT	TDP1 cell CPT
O=C([C@H]1O[C@@H](n2ccc(=O)[nH]c2=O)[C@H](O)[C@@H]1O)N1CCN(c2ccc(Cl)cn2)CC1	nt	2.4%	1.2%
Cc1ccc(C2C(=O)N(C3CCCCCC3)CC(=O)N2CCC2=CCCCC2)cc1 (stereo not given)	3.4%	20.6µM*	?
COc1cc(C#N)c(N=C(SCC#N)N2CCOCC2)cc1OC	-4.4%	8.2%	29.0%
CC(C)Oc1ccc(C(=O)NCC(=O)OCC(=O)N(C)Cc2cccs2)cc1	-2.5%	6.3%	13.4%
Cc1nonc1CC(=O)NC1CC(C)(C)Cc2c1cnn2-c1ccc(F)cc1 (stereo not given)	-7.9%	-17.4%	-5.5%
Cc1ccc2nc(C(Cl)(Cl)Cl)nc(N/N=C/c3ccc([N+](=O)[O-])cc3)c2c1	nt	16.4µM*	?
CC1C/C(=C\c2ccccc2[N+](=O)[O-])c2nc3ccccc3c(C(=O)O)c2C1 (stereo not given)	-5.2%	-13.0%	-4.0%
COC(=O)C1=C(C)N(Cc2ccccc2)C(=NCc2cccc(Cl)c2)N[C@H]1c1cccc(F)c1	-7.2%&-1.7%	3.66µM*	2.59µM*
CNC(=O)CSc1nc2cc(S(=O)(=O)Nc3ccccc3OC)ccc2o1	-4.9%	-13.7%	0.7%
NC(=O)C1CCN(C(=S)NC2CC3C=CC2C3)CC1 (stereo not given)	-6.5%	-7.4%	-8.2%
COc1ccc(-n2c(C)cc(/C=C(\C#N)C(=O)NCc3ccco3)c2C)cc1	32.6%[activator]	12.4%	20.2%
COc1cccc(NC(=S)N2CCCN(Cc3ccc(F)cc3)C2)c1	-7.2%	23.1µM*	-9.6%
Nc1ccccc1SCC(=O)Nc1nc(-c2ccccc2)cs1	-8.0%	?	5.7%
COc1ccc(N2CCN(C(=O)c3ccc4ccccc4n3)CC2)cc1	1.5%	-19.3%	-3.3%
COc1ccc(CN2CCC3(CCC(CNC(=O)c4ccco4)O3)CC2)c(OC)c1C (stereo not given)	nt	-28.2%	-4.5%[9.04 µM]
CCOC(=O)c1c(C)nc(C)c2c(=O)oc3ccccc3c12	-10.9%	?	?
CCOc1ccc(NC(=O)Cn2c(C)ccc(C#N)c2=O)cc1	-5.8%	0.6%	0.0%
CCOC(=O)c1cc2occc2n1CCCN1C(=O)c2ccccc2C1=O	-20.3%	-26.4%	-28.5%
CCn1c(CCNC(=O)c2cccs2)nnc1SCC(=O)Nc1nc(-c2ccccc2)cs1	-3.2%	10.3µM*	16.4µM*
O=C(CSc1nc(=O)n(CCN2CCOCC2)c2c1CCCC2)Nc1cccc([N+](=O)[O-])c1	-4.1%	?	?
Nc1nonc1-n1nnc(C(=O)N/N=C/c2ccccc2Cl)c1-c1ccc2c(c1)OCO2	0.4%	-11.9%	-19.5%
CC(C)(C)OC(=O)N1CCC(c2c(C(=O)NCc3ccco3)cnn2-c2ccc(F)cc2F)CC1	1.2%	?	23.1µM*
COc1cc(NC(=O)C2CC3CCC2C3)c(OC)cc1Cl (stereo not given)	nt	?	?
Cc1noc(COc2ccccc2OCC(N)=O)c1Cl	-4.0%	-3.1%	-5.6%
CCOC(=O)C1CCCN(C(=O)c2ccc3c(c2)N(Cc2ccc(Cl)cc2)C(=O)c2ccccc2S3=O)C1 (stereo not given)	-3.9%	?	?

(more compounds)
SMILES	GCN5L2 inh	TDP1 cell noCPT	TDP1 cell CPT
O=C(COc1cccc2c1CCNC2=O)Nc1cccc(F)c1	2.0%	?	?
Cc1cccc(NC(=O)C2CCC(CNS(=O)(=O)c3csc(C(N)=O)c3)CC2)c1C (stereo not given)	-6.0%	16.7%	-15.2%
OC(c1ccc(F)c(F)c1)c1ncc(-c2ccc(F)cc2)[nH]1 (stereo not given)	nt	-14.1%	?
CCOC(=O)C1=CCN(S(=O)(=O)c2cccc(Cl)c2)C1c1ccc(Br)cc1 (stereo not given)	nt	?	?
CC12CN(C(=O)c3ccco3)CC(c3ccccc3)(CN(C(=O)c3ccco3)C1)C2=O	-7.5%	-7.3%	10.6%
CC(C)c1nc(CNC(=O)CC2C(=O)NCCN2Cc2ccc(F)cc2Cl)cs1 (stereo not given)	-15.1%	-8.0%	-27.5%
CC(C)(C)OC(=O)C[C@H]1C/C=C\C[C@@H](CC(=O)NCCO)C(=O)N[C@H](C(C)(C)C)COC1=O	0.2%	2.5%	3.7%
CCc1nc2cc(CC(=O)O)ccc2o1	0.0%	-5.0%	5.0%
CN1/C(=C\C=C2/C(=O)Oc3ccccc3C2=O)C(C)(C)c2ccccc21	-16.1%	?	?
CC1(c2ccccc2)NC(=O)N(CC(=O)N2CCOCC2)C1=O (stereo not given)	-13.6%	-16.0%	-4.4%
CSc1sc(C(=O)NC(=O)NCc2ccncc2)c(C)c1-c1ccon1	-7.5%	16.4µM*	?
O=c1c2c(-c3cccs3)csc2ncn1-c1ccccc1	-2.9%	?	-27.8%
Cc1ccn(-c2ccc([N+](=O)[O-])cc2)n1	-1.1%	2.4%	-1.1%
CCOc1ccc(N2CC(C(=O)N3CC(C)OC(C)C3)CC2=O)cc1 (stereo not given)	2.2%	10.9%	37.1%[activator]
COc1cc(OC)c(S(=O)(=O)NCc2cccnc2)cc1NC(C)=O	-11.3%	-9.2%	-14.1%
CCCCCc1nc(-c2nonc2N)no1	-9.3%	-10.0%	-2.0%
CCNC(=S)NNC(=O)c1cc(-c2ccc(OC)cc2)nc2ccccc12	-1.0%	4.11µM*	3.66µM*
CCOC(=O)c1cc2c(ccn2C)n1CC(=O)Nc1ccc(F)cc1	-7.2%	-21.2%	23.1µM*
CC(C)CN(C(=O)c1cccc(S(=O)(=O)N2CCN(c3ccc(F)cc3)CC2)c1)C1CCS(=O)(=O)C1 (stereo not given)	1.7%	?	?
Cc1ccc(NC(=O)Nc2nnc(SCC(=O)Nc3ccc(F)cc3F)s2)cc1	-15.0%	-0.6%	12.2%
Cc1cc(C)n(CC(=O)NN)n1	1.5%	-5.2%	-0.9%
COCCNC(=O)C1CC(=O)N(c2ccc(OC)cc2)C1c1ccc(OC)cc1 (stereo not given)	0.6%	-18.6%	-17.5%
CCCCNCc1cc(OCC)c(OCC)cc1Br	-4.8%	?	-7.1%
COc1ccc(Cl)cc1NC(=S)NCCCN1CCCC1=O	1.9%	-18.6%	-15.8%
CN1/C(=C\C(=S)Nc2ccccc2)C(C)(C)c2ccccc21	-10.1%	2.06µM*	10.3µM*

One compound at a time (already shown).
COc1cc(NC(=O)C2CC3CCC2C3)c(OC)cc1Cl (stereo not given) as listed: GCN5L2 inh: nt; TDP1 cell noCPT: ?; TDP1 cell CPT: ?
O=C(CNC(=O)c1ccccc1Br)N/N=C/c1cccnc1 as listed: GCN5L2 inh: -3.5%; TDP1 cell noCPT: 18.8%; TDP1 cell CPT: 1.1%
O=C(c1ccc(C(=O)N2CCOCC2)nc1)N1CCOCC1 as listed: GCN5L2 inh: 3.0%; TDP1 cell noCPT: -3.9%; TDP1 cell CPT: 6.7%

More results follow.
SMILES	GCN5L2 inh	TDP1 cell noCPT	TDP1 cell CPT
Cc1ccccc1-n1c(=O)cc(N2CCCCCC2)[nH]c1=O	0.3%	0.9%	12.3%
Cc1cc2ncc(-c3ccccc3)nc2cc1C	14.7%&11.5%	?	-12.9%
O=C(c1cnc2n(c1=O)CCS2)N1CCN(c2ccc(Cl)c(Cl)c2)CC1	7.8%	?	?
Cc1ccccc1NC(=O)OCc1cccnc1Oc1ccc(Cl)cc1	-6.1%	-26.6%	-3.5%
N#Cc1ccc(-c2ccco2)nc1SCc1ccccc1	-4.5%	?	?
COc1cc(OC)cc(-c2sc3ccc(OC)cc3c2-c2ccc3cc[nH]c3c2)c1	-10.2%	-9.7%	2.8%
Cc1ccccc1OCC(=O)N/N=C/c1ccccn1	-6.1%	?	?
Cc1ccc(-c2nnc(SC(C)C(=O)NCC3CCCO3)nc2-c2ccc(C)cc2)cc1 (stereo not given)	-12.3%	?	?
O=[N+]([O-])/C=C1\C=CC=CN1Cc1ccc(Cl)cc1	-4.7%	26.3%	?
Cc1cccc(N2CCN(C(=O)c3cc4c(=O)oc5ccccc5c4s3)CC2)c1C	-0.3%	1.2%	-16.8%
COc1ccc(OC)c(C2CC(=O)N3CN(c4ccc(C)c(Cl)c4)CSC3=C2C#N)c1 (stereo not given)	14.1µM*	6.0%	-8.7%
O=C(CC1CC2CCC1C2)NCCc1ccc(Cl)cc1 (stereo not given)	-4.8%	-29.4%	?
CC(C)(C)OC(=O)N[C@H]1C=C[C@@H](OC(=O)CC(=O)OCC(F)(F)F)C1	-1.6%	2.1%	-0.8%
C[C@@H]1CCC[C@@]2(O[C@H](CCO)C[C@@H](O)[C@@H]2O)O1	-0.6%	-2.8%	-2.1%
CCN(CC)c1ccc(/C=N/NC(=O)c2ccc([N+](=O)[O-])cc2)cc1	-6.7%	-8.2%	-12.4%
